# KDM5B inh: Primary screen for KDM5B Histone Demethylases FDH-coupled qHTS; Potency, µM (top dose mostly 57.7 µM), inactives show at the highest dose activity change, negative = inhibition, most hits filed as inhibitors; Lysine-specific demethylase 5B (Homo sapiens), Q9UGL1; AID 1347165, 2019; KDM5B demethylase, FDH-coupled NADH fluorescence (FDH is formaldehyde dehydrogenase); 220,000 tested, 2.6% active; active means well fitted inhibition curve with a large enough effect; inconclusive means small, poorly fitted or top-dose-only effect; inactive means no such curve, though single readings can be large or run the other way; further: 0% is about no effect; nearly all actives have a fitted effect of over 70% in size
#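 Measured: NADH fluorescence change, 30 min, RT. System: KDM5BΔAP 200 nM final, H3K4me3 peptide, α-KG, Fe(II), ascorbate, NAD⁺ plus FDH, pH 7.5 HEPES. Compounds: titrated, 10 min pre-incubation with enzyme.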
# Starred values were filed as active, the others as inactive; ? = inconclusive; & = joins results of further samples; [ ] = another dose, or the depositor's remark. Potency means the concentration at half of the fitted maximal effect. An excerpt; rates above refer to the full screens.
SMILES,KDM5B inh
Cc1ccc(C#N)c(N2CCN(C3CCCC3)C(CCO)C2)n1 (stereo not given),?
Cc1ccc(S(=O)(=O)N2CCn3c(nn(CC4CC4)c3=O)C2)c(C)c1,-13%
CCS(=O)(=O)c1c(Nc2cc(C)ccc2C)sc(C(=O)c2ccccc2)c1N,?
COc1ccc(C(=O)COC(=O)C(C)Oc2ccc(F)cc2)cc1OC (stereo not given),-20%
Cc1cc(C)cc(NS(=O)(=O)c2ccc3[nH]cc(C(=O)N4CCCC4)c(=O)c3c2)c1,-19%
O=C(NCC(c1cccnc1)N1CCc2ccccc2C1)C(=O)Nc1cccc(Cl)c1 (stereo not given),15%
CN(CC(=O)Nc1cccc(F)c1)C(=O)CCc1ncc(-c2ccccc2F)o1,10%
CC(C)C(OC(=O)c1nsc(Cl)c1Cl)C(=O)NCC1CCCO1 (stereo not given),13%
CCSc1nc(-c2ccc(OC)cc2)nc2c1Cc1c(CO)cnc(C)c1O2,?
CCOC(=O)c1cnc2ccc(C(=O)OC)cc2c1Nc1ccccc1CC,?

# The final three compounds of the section before are carried over, then new ones follow:
SMILES,KDM5B inh
CC(C)C(OC(=O)c1nsc(Cl)c1Cl)C(=O)NCC1CCCO1 (stereo not given),13%
CCSc1nc(-c2ccc(OC)cc2)nc2c1Cc1c(CO)cnc(C)c1O2,?
CCOC(=O)c1cnc2ccc(C(=O)OC)cc2c1Nc1ccccc1CC,?
O=C(Nc1ccc2c(c1)CN(CCc1ccc(F)cc1)C(=O)CO2)c1c(F)cccc1F,-28%
COc1cn(CC(=O)Nc2ccc(C)cc2C)c(CN2CCCCC2)cc1=O,-27%
Cc1ccc(Cn2c(C3CCN(C(=O)c4ccc(C)c(F)c4)CC3)n[nH]c2=O)cc1,14%
Cc1ccccc1NC(=O)N1CCC(CCNC(=O)c2ccsc2)CC1,21%
O=C(NC1CC1)c1ccc2c(c1)CC(=O)N2Cc1ccc(F)cc1,8%
Cc1ccc(OCc2nc3ccc(F)cc3[nH]2)cc1,15%
CCc1ncc(-c2c(-c3ccccc3)ncn2CCNc2cccnc2)cn1,-20%
O=C(Nc1ccc(SC(F)F)cc1)c1ccncc1,-27%
Cc1cc(OC2CN(Cc3ccsc3)C2)ccc1F,-12%[86.2 µM]
CC(C)C(Sc1nnc(-c2cccnc2)o1)C(=O)NCc1cccnc1 (stereo not given),-15%
Cc1ccc(S(=O)(=O)CCSc2nccn2C)cc1,4%
COc1ccc(NC(=O)N2C[C@@H]3C[C@H](C2)c2ccc(NC(=O)c4ccc(C#N)cc4)c(=O)n2C3)cc1,-16%
COC(=O)[C@@H]1Cc2ncn(Cc3ccc(OC)cc3)c2CN1S(C)(=O)=O,?
O=C(NC1CC1)C(=O)c1c[nH]c2ccccc12,3%
Cc1ccccc1N1CCN(S(=O)(=O)c2nnc(NC(=O)c3ccc(C(C)C)cc3)s2)CC1,?
Cc1cnccc1N1CCCN(C(=O)Cn2ccnc2-c2ccccc2)CC1,9%
COc1cccc(C(=O)NCCc2sc(-c3cccc(C)c3)nc2C)c1,?
CCn1c(NCCO)nc2c1c(=O)n(C)c(=O)n2C,-5%
Cc1ccoc1C(=O)NCc1ccnc(OCC(F)(F)F)c1,3%
Cc1nn(CC(=O)NC(C)(C)C)c(C)c1S(=O)(=O)N1CCCC(C(=O)N2CCN(C)CC2)C1 (stereo not given),-10%
COc1cccc(C(=O)Nc2sc(C(C)C)cc2C(N)=O)c1OC,?
CN1C(=O)CO[C@H](c2ccc(NS(=O)(=O)Cc3ccccc3)cc2)[C@H]1CO,-7%[86.2 µM]
C=C(C)CN(CC)C(=O)c1ccsc1,21%
CC(C)C(N=C1NS(=O)(=O)c2ccccc21)C(=O)NCCc1ccco1 (stereo not given),10%
Cc1ccc(C(=O)COC(=O)C2CC3CCCC(C2)C32SCCS2)s1 (stereo not given),-17%
Cc1ccc(C(=O)C(OC(=O)c2ccc(N(C)C)cc2)c2ccccc2)cc1 (stereo not given),0%
O=C(Cc1ccccc1Cl)NC1(O)C(=O)c2ccccc2C1=O,-49%
Cc1ccc(C2Cn3nnc(C(=O)N4CCC(C(=O)NC5CCCCCCC5)CC4)c3CO2)cc1 (stereo not given),-7%
Cc1nc2cc(NC(=O)COc3ccccc3C(C)(C)C)ccc2o1,10%
O=C(NC1CCCN(c2cc(-c3ccc(Cl)cc3)[nH]n2)C1)c1ccc2c(c1)OCO2 (stereo not given),-8%

# Single entries from the list.
# KDM5B inh, CC(C)C(N=C1NS(=O)(=O)c2ccccc21)C(=O)NCCc1ccco1 (stereo not given) stands at 10%
# KDM5B inh, O=C(NC1CCCN(c2cc(-c3ccc(Cl)cc3)[nH]n2)C1)c1ccc2c(c1)OCO2 (stereo not given) stands at -8%

# (more compounds)
SMILES,KDM5B inh
O=C(C1CC=CC1)N1CCC(c2nc(CCOCC3CC3)no2)C1 (stereo not given),-24%
O=S(=O)(c1ccccc1)c1nnn2c1nc(NC1CC1)c1ccccc12,11%[115 µM]
COc1ccc(-n2ncc(C(=O)N3CCN(c4ccccn4)CC3)c2C2CCN(C(=O)OC(C)(C)C)CC2)cc1,-2%
NC(=O)C1CCN(c2ncnc3c2cnn3-c2ccccc2)CC1,-3%
Cc1cc2cc(NS(=O)(=O)c3cc(F)ccc3F)ccc2[nH]1,16%
Cc1cc2c(cc1C)CSC(c1cc(Cl)ccc1O)SC2,-4%
CCCn1nc(C(=O)OCC(=O)Nc2ccc(C)c(C)c2)c2ccccc2c1=O,5%
CN(Cc1ccsc1)C(=O)CC1CCCC1,20%
Cc1cccc(NC(=O)Cn2c(-c3cnccn3)nc(C)c(CCO)c2=O)c1C,3%
O=C(O)COc1ccccc1/C=N/NC(=O)CSc1nc2ccccc2c(=O)n1-c1ccccc1,-15%
Cc1ccc(CNC(=O)CC2C=CCC2)s1 (stereo not given),12%
CC(=O)N1CCc2cc(CNC(=O)Nc3cc(Cl)ccc3C)ccc21,-25%
COC[C@@H]1CN(C(=O)C2=NNC(=O)CC2)C[C@H]1c1ccncc1,-9%
CC(C1=C(O)CC(C)(C)CC1=O)C1=C(O)CC(C)(C)CC1=O,17%
COc1ccc(-c2nccn3cc(C(=O)NCCc4cccnc4)nc23)cc1,28µM*
CCN(CC)C(=O)C(c1ccccc1)N1CCN(S(=O)(=O)c2cccs2)CC1 (stereo not given),21%
O=C(c1ccc(Cl)cc1)N1CC2(CCCN(Cc3ccc(Cl)cc3)C2)Cc2ccccc21 (stereo not given),-29%[115 µM]
CCN(CC)CCNC(=O)c1ccc(NC(=O)c2cc(-c3ccco3)nc3ccccc23)cc1,?
Cc1cc(NCc2ccc(S(N)(=O)=O)cc2)n2nc(C)c(C)c2n1,-32%
CCOC(=O)c1c(C)[nH]c(C)c1S(=O)(=O)N1CCCC(C(=O)NCc2ccc(N(C)C)cc2)C1 (stereo not given),-21%

# Taken from the entries so far (five entries):
SMILES,KDM5B inh
Cc1ccc(CNC(=O)CC2C=CCC2)s1 (stereo not given),12%
CC(=O)N1CCc2cc(CNC(=O)Nc3cc(Cl)ccc3C)ccc21,-25%
COC[C@@H]1CN(C(=O)C2=NNC(=O)CC2)C[C@H]1c1ccncc1,-9%
CC(C1=C(O)CC(C)(C)CC1=O)C1=C(O)CC(C)(C)CC1=O,17%
COc1ccc(-c2nccn3cc(C(=O)NCCc4cccnc4)nc23)cc1,28µM*

# Following part
SMILES,KDM5B inh
Cc1cc(C2(c3ccc(O)c(C)c3)C(=O)N(C)c3ccc(Br)cc32)ccc1O,-8%
CCCn1nc(C(=O)OCC(=O)c2cc(C)n(Cc3ccc(F)cc3)c2C)c2ccccc2c1=O,-8%
COc1ccc(C23CC4CC(CC(C(=O)Nc5nc(C)cs5)(C4)C2)C3)cc1,7%
COCCNC(=O)[C@@H]1C[C@@H](O)CN1C1CCN(C(=O)c2sccc2C)CC1,6%
COc1ccc(COCC(O)COc2ccccc2-c2nc3ccccc3s2)cc1 (stereo not given),?
O=C(Nc1ccc(C(=O)N2CCCCC2)cc1)c1nsc2ccccc12,9%
NC(=O)c1ccc(CC2CCN(C(=O)C3CC=CC3)CC2)cc1,5%
C=CCN(C)C(=O)C[C@@H]1c2nc(NC(=O)c3ccco3)sc2C[C@@H]2[C@](C)(CO)[C@H](O)CC[C@]21C,-21%
Cc1ccc(CN2Cc3[nH]cnc3C[C@H]2c2nc(C(C)C)no2)cc1,?
Cc1cc(OCCn2c(C3CC(=O)N(Cc4ccc(F)cc4)C3)nc3ccccc32)ccc1Cl (stereo not given),?
Cc1cccc(CNC(=O)c2ccc(-c3nnc4ccc(NC(=O)C5CCC5)cn34)cc2)c1,28µM*
COCC1CN(C2CCC2)CC12CCN(C(=O)CCn1cc(C)cn1)CC2 (stereo not given),?
COc1ccc(C(=O)N[C@H]2C[C@@H](Cc3cc(COc4ccccc4)on3)C2(C)C)cc1,-26%[86.2 µM]
COc1ccc(Cc2nc3ccc(C(=O)NC(C)c4cnn(C)c4)cc3o2)cc1 (stereo not given),-19%
O=C1NC(=NC2CCCCC2)C2(CCCN([S+](=O)([O-])c3cccs3)C2)N1c1cccnc1 (stereo not given),-11%[115 µM]
COc1cc(CN(C(=O)c2ccc3c(c2)NC(=O)CO3)C2CC2)ccc1OC(F)F,12%
COC[C@H]1C[C@@H](NC(=O)Nc2cccnc2)[C@H](O)[C@@H]1O,-11%[115 µM]
Cc1cc(C(=O)N2CCCC(c3nnc(Cn4ccnc4C)n3C)C2)no1 (stereo not given),-20%
Cc1ccc(C(=O)NCC(=O)NCCN2CCc3ccccc3C2)cc1,2%
CCOc1ccc(N(CC)S(=O)(=O)N2CCCC(C(=O)Nc3cc(Cl)ccc3OC)C2)cc1 (stereo not given),-2%
O=C(O)c1cc(-c2ccccn2)nc2ccccc12,9%&-10%
CCc1cc2c(=O)c(-c3nncn3-c3ccccc3)coc2cc1OCC(=O)NCC(=O)O,-8%
CCOc1ccc(NC(=O)c2c(Nc3ccccc3C)sc(C(=O)c3ccc(Cl)cc3)c2N)cc1,5%
CCOCCc1nn2c(=O)cc(COC(=O)c3ccccc3NC(=O)c3cccs3)nc2s1,-17%
NC(=O)[C@@H](Cc1ccccc1)NC(=O)[C@@]1(O)C[C@@H](O)[C@H](O)[C@@H](NC(=O)Nc2ccc(OC(F)(F)F)cc2)C1,4%
O=C(CCc1ccccc1)Nc1cccc2cccnc12,-6%
CC(=O)c1ccc(C(=O)N2CCCC(C(=O)c3cccc(C(F)(F)F)c3)C2)s1 (stereo not given),40%[activator]
COc1ccc(NC(=O)CCc2nc(-c3ccc(C)cc3)no2)cc1S(=O)(=O)N1CCOCC1,-32%
CCn1ncc(N2CCC(NC(=O)Cc3ccc(C)cc3)CC2)cc1=O,-10%
O=C(Nc1ccc(Cl)cc1Cl)c1cccn2cncc12,-27%[86.2 µM]
CCc1ccc(NC(=O)CCc2c(C)nn(-c3ccc(N4CCCC4)nn3)c2C)cc1,2%
CC(C)c1ccc(C2c3c(oc4ccc(Cl)cc4c3=O)C(=O)N2CCCN2CCOCC2)cc1 (stereo not given),?
COc1cccc(CNC(=O)c2ccc(-n3c(C)cc4c3CCC(C)C4)cc2)c1 (stereo not given),?
O=C(CSC1CCCC1)NCCc1cccs1,17%
Cc1ccccc1CN1CC[C@H](c2nnc(-c3ccc(N(C)C)cc3)o2)C1,32µM*
Cc1onc(-c2ccccc2)c1-c1nnc(CSc2nnnn2C(C)(C)C)o1,0%
CC(C)NC(=O)N1CCC2(CC1)CC(CC(=O)O)CCO2 (stereo not given),15%
COc1ccccc1C(=O)N1CCN(c2oc(-c3ccc(Cl)cc3)nc2C#N)CC1,-29%
O=C(COc1ccccc1)NC1CCN(c2ccccc2)C1=O (stereo not given),-2%
CC(=O)NCCCNC(=O)c1cc(-c2ccccc2)nc2ccccc12,-19%
Cc1nc2c(-c3ccccc3)c(C)nn2c(C)c1CCC(=O)NCc1ccccc1,?
Cc1cccc(NC(=O)CS(=O)(=O)c2cccc3nsnc23)c1,5%
CC[C@H]1CN(S(=O)(=O)c2ccc(OC)cc2)CC[C@H]1CC(=O)N1CCOCC1,3%[86.2 µM]
Cc1nc(-c2ccc(CCNC(=O)c3nccnc3N)s2)cs1,?
Cc1cccc(C)c1OCC(O)CN1CCc2ccccc2C1 (stereo not given),?
CNc1nnc(SCc2ncc(-c3ccccc3)o2)s1,6%
CC(C)NC(=O)C1(CCO)CCN(c2ncccn2)C1 (stereo not given),32µM*
O=C(Nc1cc(Cl)ccc1Cl)C1Cc2ccccc2O/C1=N\O (stereo not given),24%
CCn1nccc1C(=O)N1CCC2(CC1)c1[nH]c3ccccc3c1CCN2C,-16%
CCN(Cc1noc(C2CCC2)n1)C(=O)CC1C(=O)NCCN1CC(C)C (stereo not given),?

# The list continues.
SMILES,KDM5B inh
COc1cccc(NC(=O)c2ncoc2-c2ccc(OC)c(OC)c2)c1,?
COc1ccc(NC2CCCN(C(=O)c3cc(C(C)=O)n[nH]3)C2)cc1OC (stereo not given),?
COC(=O)c1c(NC(=O)/C(C#N)=C/c2ccccc2)sc2c1C(C(=O)OC)CC2 (stereo not given),?
Cc1csc(NC(=O)c2occc2-c2ccccc2)n1,3%
COc1ccc(C(=O)n2nc(-c3ccco3)nc2NCc2cccs2)cc1,?
Cn1nnnc1SCCCNCc1cccc(OCc2ccccc2Cl)c1,-1%
CC(=O)c1ccc(OCCCC(=O)Nc2cccc(S(=O)(=O)N3CCCCC3)c2)cc1,-35%

# Three compounds already listed, sorted by the value under KDM5B inh, low to high:
SMILES,KDM5B inh
CC(=O)c1ccc(OCCCC(=O)Nc2cccc(S(=O)(=O)N3CCCCC3)c2)cc1,-35%
Cn1nnnc1SCCCNCc1cccc(OCc2ccccc2Cl)c1,-1%
Cc1csc(NC(=O)c2occc2-c2ccccc2)n1,3%

# Assay outcomes deposited in PubChem by National Center for Advancing Translational Sciences (NCATS).
